MrgX1 allo act – positive allosteric modulators of MrgX1, primary screen, HEK293 cells, Fluo-4 calcium flux | AID 588675, 2011 | 310,000 tested, 0.63% active | FDSS; active compounds read high | B-score at 10 µM | Mas-related G-protein coupled receptor member X1 (Homo sapiens), Q96LB2;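 active = plate-corrected calcium response at least 3 library SD above typical, normal starting fluorescence, not activating the receptor alone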;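 note: compound read alongside a low EC10 to EC30 dose of BAM8-22 agonist; peak minus trough fluorescence over baseline measured at the second addition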
MrgX1 antag – antagonists of human MrgX1 receptor, primary screen, HEK293 cells, Fluo-4 calcium flux. Mas-related G-protein coupled receptor member X1 (Homo sapiens), Q96LB2. BAM8-22 antagonism; active compounds read low. B-score at 10 µM. 310,000 tested, 1.3% active;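 active = calcium-response B-score plate-corrected more than 3 library SD below zero, starting fluorescence within 5 deviations, no agonist response on first addition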;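 note: peak minus trough fluorescence over baseline after final BAM8-22 challenge near maximal dose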
RGS4 inh – RGS4 inhibitors, primary screen, cell-based, HEK293 M3R inducible RGS4, calcium flux. Regulator of G-protein signaling 4 (Homo sapiens), P49798. Fluo-4 calcium flux; active compounds read high; triggered by carbachol at its EC20. B-score at 10 µM. 310,000 tested, 0.45% active. AID 463165, 2010;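 active = B-score, a plate-corrected calcium signal, over three deviations above library mean, with baseline fluorescence within five deviations of library mean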;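 note: RGS4 expression induced by doxycycline in cells with stable M3 receptor; B-score is computed from the integrated fluorescence ratio over baseline after carbachol; higher B-score means a larger calcium signal and so more RGS4 inhibition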
TMEM16A inh – TMEM16A chloride channel inhibitors, primary screen, cell-based, HTS | HEK293 TMEM16A/YFP iodide influx fluorescence, ionomycin | normalized B-score (activity score, 25-100; higher = stronger inhibition) at 10 µM | 310,000 tested, 1.2% active | AID 588511, 2011;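 active = ratio plate-corrected score three or more library SD toward inhibition, starting fluorescence score within five deviations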;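 note: score derived from kinetic fluorescence span divided by baseline fluorescence per well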
TRPC4 potent – positive allosteric modulators of TRPC4, primary screen, cell-based, mouse TRPC4beta, HEK293 mu-opioid, Fluo-4 calcium | Short transient receptor potential channel 4 (Mus musculus), Q9QUQ5 | DAMGO EC20, Fluo-4 Ca2+ flux; active compounds read high | B-score at 10 µM | 310,000 tested, 0.42% active | AID 2227, 2009;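 active = B-score of calcium response area above 5 SD of library B-scores, with initial fluorescence ratio within 5 SD of library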;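 note: B-score of integrated fluorescence ratio over time as area under calcium response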
MrgX1 agonist – agonists of human MrgX1 receptor, primary screen, HEK293 cells, Fluo-4 calcium flux; 310,000 tested, 0.44% active; B-score at 10 µM; Mas-related G-protein coupled receptor member X1 (Homo sapiens), Q96LB2; Fluo-4 calcium fluorescence, agonist mode; active compounds read high;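 active = calcium response B-score plate-corrected fluorescence ratio at least 3 library SD, with starting fluorescence B-score inside 5 SD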
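Material: HEK293 cells stably expressing human MrgX1 receptor | Quantity: 15,000 cells per well | Times: Cells plated overnight, dye loaded 0.5 h 37 °C, 0.5 h room temperature | Measured by: Kinetic Fluo-4 NW fluorescence of intracellular calcium | Control set: Positive and negative controls per plate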
TMEM16A act – TMEM16A chloride channel activators or potentiators, primary screen, cell-based, HTS; Anoctamin-1 (Mus musculus), Q8BHY3; HEK293 TMEM16A/YFP-H148Q/I152L, iodide quench fluorescence; active compounds read low; B-score at 10 µM; 340,000 tested, 0.3% active;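 active = fluorescence-ratio B-score plate-corrected deviation score at least 3 library SD below zero, with starting fluorescence score within 5 deviations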;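 note: channel opened by trigger with iodide after compound preincubation; score built on the fluorescence ratio of max minus min over baseline; more negative score means more quench and so TMEM16A activation or potentiation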
TRPC6 act – mouse TRPC6 channel activators, primary screen, cell-based, HEK293, membrane potential dye | Short transient receptor potential channel 6 (Mus musculus), Q61143 | HEK293-TRPC6 membrane potential dye fluorescence; active compounds read high | B-score at 10 µM | 310,000 tested, 0.13% active;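 active = B-score of the integrated fluorescence ratio above library mean plus 3 SD, and starting fluorescence ratio within library mean plus 5 SD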;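 note: higher score means more depolarization so channel activation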
Target sequence (Q61143 whole entry, looked up): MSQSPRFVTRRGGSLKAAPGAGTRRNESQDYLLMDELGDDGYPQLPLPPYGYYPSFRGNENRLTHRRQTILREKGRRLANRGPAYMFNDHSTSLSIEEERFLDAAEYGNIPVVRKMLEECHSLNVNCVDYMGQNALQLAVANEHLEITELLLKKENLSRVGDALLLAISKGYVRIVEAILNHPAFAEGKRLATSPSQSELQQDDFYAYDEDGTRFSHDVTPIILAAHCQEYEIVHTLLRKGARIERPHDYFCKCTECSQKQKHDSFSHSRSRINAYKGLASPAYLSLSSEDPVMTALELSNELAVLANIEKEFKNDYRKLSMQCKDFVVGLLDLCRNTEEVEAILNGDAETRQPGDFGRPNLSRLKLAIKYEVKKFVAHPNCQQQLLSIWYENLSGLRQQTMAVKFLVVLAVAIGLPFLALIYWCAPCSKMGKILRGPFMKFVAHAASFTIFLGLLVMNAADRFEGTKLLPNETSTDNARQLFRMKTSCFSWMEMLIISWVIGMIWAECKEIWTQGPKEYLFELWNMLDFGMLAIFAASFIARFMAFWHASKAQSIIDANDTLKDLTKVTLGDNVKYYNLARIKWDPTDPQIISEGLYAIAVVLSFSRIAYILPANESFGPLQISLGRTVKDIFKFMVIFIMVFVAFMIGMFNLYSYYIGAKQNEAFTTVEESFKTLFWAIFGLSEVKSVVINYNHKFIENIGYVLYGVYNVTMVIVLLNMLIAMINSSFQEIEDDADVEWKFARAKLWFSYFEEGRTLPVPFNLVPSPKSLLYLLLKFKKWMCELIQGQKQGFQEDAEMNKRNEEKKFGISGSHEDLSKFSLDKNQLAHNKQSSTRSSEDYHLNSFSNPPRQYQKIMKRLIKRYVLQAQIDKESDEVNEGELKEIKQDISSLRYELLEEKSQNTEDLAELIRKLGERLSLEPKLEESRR
TRPC6 inh – mouse TRPC6 channel inhibitors, primary screen, cell-based, HEK293, membrane potential dye; ACh-evoked depolarization; active compounds read low; B-score at 10 µM; AID 2553, 2010; 310,000 tested, 1.1% active;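 active = B-score under library mean minus 3 SD, initial fluorescence not abnormally high, positive integrated signal ratio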;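 note: B-score derived from integrated fluorescence ratio over the kinetic read; more negative B-score means stronger inhibition of depolarization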
TRPC4 agonist – activators of mouse TRPC4 channel, primary screen, Fluo4 calcium, HEK293 TRPC4beta/mu-opioid cells; Short transient receptor potential channel 4 (Mus musculus), Q9QUQ5; Fluo4 calcium fluorescence; active compounds read high; B-score at 10 µM; 310,000 tested, 0.49% active; AID 2237, 2010;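 active = B-score above 5 SD of library B-scores, and initial fluorescence ratio not above library mean plus 5 SD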;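 note: positive B-score marks a calcium rise read as TRPC4 activation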
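Assay system: HEK293 stable line with TRPC4beta plus mu-opioid receptor. Times: dye 45 min RT, read 110 s. Measured by: kinetic Fluo4 calcium fluorescence. Measure: B score of integrated ratio. Controls: assay buffer as low control, maximal DAMGO as high control.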
TRPC4 inh – inhibitors of mouse TRPC4 channel, primary screen, Fluo4 calcium, HEK293 TRPC4beta/mu-opioid cells | Short transient receptor potential channel 4 (Mus musculus), Q9QUQ5 | DAMGO-evoked Fluo4 calcium flux; active compounds read low | B-score at 10 µM | 300,000 tested, 0.39% active | AID 2247, 2010;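 active = B-score over 3 SD under the library average, no early fluorescence shift, positive overall ratio signal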
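Assay system: HEK293 cells with stable TRPC4beta plus mu-opioid receptor expression; Probe or stimulus: DAMGO in two steps, submaximal then maximal; Dosing: single-point compound dosing; Measured by: Fluo4 calcium-dye fluorescence, kinetic read; Read-out basis: B score from integrated Fluo4 fluorescence ratio.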
* hit, by the source's call; i = inactive; nt = no result given.

SMILES | MrgX1 allo act | MrgX1 antag | RGS4 inh | TMEM16A inh | TRPC4 potent | MrgX1 agonist | TMEM16A act | TRPC6 act | TRPC6 inh | TRPC4 agonist | TRPC4 inh
COc1cccc(CCN2CCC(CNS(=O)(=O)c3cc(-c4cc(C)no4)ccc3OC)CC2)c1 | i | i | i | i | i | i | i | i | i | i | i
Cc1nc(SCC(=O)NCc2ccccc2)c2c(=O)n(C)c(=O)n(C)c2n1 | i | i | i | i | i | i | i | i | i | i | i
COc1cc2c(cc1OC)C(c1cc(Br)c(OC)c(OC)c1)CC(=O)N2 (configuration not stated) | i | i | i | i | i | i | i | i | i | i | i
Brc1ccc(-c2nn3c(-c4ccco4)nnc3s2)o1 | i | i | i | i | i | i | i | i | i | i | i
COc1ccc(CCNC(=O)C2CCCN2C(=O)Nc2cccc(C(C)=O)c2)cc1OC (configuration not stated) | i | i | i | i | i | i | nt | i | i | i | i
Cc1ccc(CCN=c2c([N+](=O)[O-])nn(-c3ccccc3)n2O)cc1 | i | i | i | i | i | i | i | i | i | i | i
Nc1c(Cl)c(Cl)nc(C(=O)OCC(=O)N2CCCC2=O)c1Cl | i | i | i | i | i | i | i | i | i | i | i
Cn1ccc(CC(=O)N2CCC(N3CCC(C(=O)N4CCCC4)CC3)CC2)c1 | i | i | i | i | i | i | i | i | i | i | i
Cc1ccc(NC(=S)Nc2ccc(F)cc2)cc1C | i | i | i | i | i | i | i | i | i | i | i
Cc1ccc(N=C2N=C(N)c3ccccc32)cc1C | i | i | i | i | i | i | i | i | i | i | i
COc1cc(C(C[N+](=O)[O-])c2c(C)cc3ccccn23)ccc1O (configuration not stated) | i | i | i | i | i | i | i | i | i | i | i
O=C(Cn1nnc(-c2ccc3c(c2)OCO3)n1)N1CCOCC1 | i | i | i | i | i | i | i | i | i | i | i
Cc1ccc(S(=O)(=O)Nc2cccc(-c3ccc(N4CCCCCC4)nn3)c2)cc1C | i | i | i | i | i | i | i | i | i | i | i
O=C(CN(Cc1ccccc1)S(=O)(=O)c1ccc(Br)cc1)NCc1ccco1 | i | i | i | i | i | i | i | i | i | i | i
O=C(CCN1CCC(c2ccccc2)C1)c1ccccc1 (configuration not stated) | i | -5.2* | i | i | i | i | i | i | i | i | i
CCCN(CC1COc2ccccc2O1)C(=S)Nc1ccc(C)cc1 (configuration not stated) | i | i | i | i | i | i | i | i | i | i | i
COc1ccc(-c2noc(CCC(=O)NC3CCCCC3)n2)cc1 | i | i | i | i | i | i | i | i | i | i | i
COC(=O)C1=C(C)N(c2ccccc2)/C(=C/c2cccs2)C1=O | i | i | i | i | i | i | i | i | i | i | i
CC1CCCC(NC(=O)CSc2ncccc2C(=O)O)C1C (configuration not stated) | i | i | i | i | i | i | i | i | i | i | nt
Cc1c[nH]c2cccc(OCC(CNC(C)(C)C)OC(=O)c3ccccc3)c12 (configuration not stated) | i | i | i | i | i | i | i | i | i | i | i
COc1ccc(N(CC(=O)NC2CCCC2)C(=O)Cn2nnc(-c3ccc(F)cc3)n2)cc1 | i | i | i | i | i | i | i | i | i | i | i
CN(C)NC1=CC(=[N+]2CCCC2)CC(C)(C)C1 | i | i | i | i | i | i | i | i | i | i | i
O=C(Nc1ccc2nn(-c3ccc(F)cc3)nc2c1)c1cccnc1 | i | i | i | i | i | i | i | i | i | i | i
CCc1ccc(CN(C)CCc2ccccn2)cc1 | i | i | i | i | i | i | i | i | i | i | i
COc1cccc(CNc2ncnc3cc(Cl)ccc23)c1 | nt | nt | i | nt | i | nt | i | i | i | i | i
Further results follow.
SMILES | MrgX1 allo act | MrgX1 antag | RGS4 inh | TMEM16A inh | TRPC4 potent | MrgX1 agonist | TMEM16A act | TRPC6 act | TRPC6 inh | TRPC4 agonist | TRPC4 inh
CCCOC(=O)c1[nH]c2c(c1C)C(=O)CC(c1cc(OC)c(OC)c(OC)c1)C2 (configuration not stated) | i | i | i | i | i | i | i | i | i | i | i
OC(COc1c(Br)cc(Br)cc1Br)CN1CCOCC1 (configuration not stated) | nt | nt | i | nt | i | nt | i | i | i | i | i
O=C(O)/C=C\C(=O)NC1CCCCC1 | i | i | i | i | i | i | i | i | i | i | i
CCCCCOC(=O)C1=C(C)NC(=O)NC1c1ccccc1OCC (configuration not stated) | i | i | i | i | i | i | i | i | i | i | i
Cn1c(SCC(=O)NC2CC2)nnc1-c1ccccc1 | i | i | i | i | i | i | i | i | i | i | i
Cc1ccc(NC(=O)c2cc(-c3ccccc3O)n[nH]2)cc1Cl | i | i | i | i | i | i | i | i | i | i | i
CCOC(=O)c1sc(Nc2nc3ccc(OC)cc3s2)cc1C | i | i | i | i | i | i | i | i | i | i | i
N#Cc1cc(-c2ccccc2)nc(N2CCNCC2)n1 | i | i | i | i | i | i | i | i | -6.4* | 78* | i
COc1ccccc1N(C)S(=O)(=O)c1ccc(C(=O)NCCc2ccc(F)cc2)cc1 | i | i | i | i | i | i | i | i | i | i | i
CCOC(=O)C1=C(C)N(C)C(C)=C(C(=O)OCC)C1c1ccncc1 | i | i | i | i | i | i | i | i | i | i | i
O=C(C1CCN(S(=O)(=O)c2ccc(F)cc2)CC1)N1CCCC(C(F)(F)F)C1 (configuration not stated) | i | i | i | i | i | i | i | i | i | i | i
CC12c3ccccc3C(c3ccccc31)C1C(=O)N(Cc3cccnc3)C(=O)[C@H]12 (some centres not stated) | i | i | i | i | i | i | i | i | i | i | i
CCOc1ccc(C2NC(=O)c3ccccc3O2)cc1OC (configuration not stated) | i | i | i | i | i | i | i | i | i | i | i
CC(=O)c1c(C)[nH]c(C(=O)OCC(=O)Nc2cccc(S(=O)(=O)N(C)C)c2)c1C | i | i | i | i | i | i | i | i | i | i | i
CC(=O)Nc1ccc(S(=O)(=O)Nc2ccc3c(c2)CCC3)cc1 | i | i | i | i | i | i | i | i | i | i | i
CCCCN(C)C(=O)c1ccc2c(c1)S(=O)(=O)c1ccccc1C2=O | i | i | i | i | i | i | i | i | i | i | i
CCN(CCn1cccn1)C(=O)c1ccc2nc(Cc3ccc(OC)cc3)oc2c1 | i | i | i | i | i | i | i | i | i | i | i
CNC(=S)N/N=C/c1cn(Cc2ccc(F)cc2)c2ccccc12 | i | i | i | i | 11* | i | i | i | i | i | i
Cc1cc(C)c(S(=O)(=O)c2ccc(Cl)cc2)c(Cl)n1 | i | i | i | i | i | i | i | i | i | i | i
COc1ccccc1C/C(N)=N/OC(=O)c1ccco1 | i | i | i | i | i | i | i | i | i | i | i
CCOc1ccc(N2CC(C(=O)NC(C)C)CC2=O)cc1 (configuration not stated) | i | i | i | i | i | i | i | i | i | i | i
COc1ccc(CNC(=O)C2CC(c3ccc(C(F)(F)F)cc3)=NO2)cc1 (configuration not stated) | i | i | i | i | i | i | i | i | i | i | i
COc1ccc(NC(=O)CN(C)CC(=O)Nc2ccc(Cl)c(S(=O)(=O)N(C)C)c2)cc1 | i | i | i | i | i | i | i | i | i | i | i
CC(=O)NNc1cccc(Cl)n1 | i | i | i | i | i | i | i | i | i | i | i
CNS(=O)(=O)c1cn(CC(=O)NCc2ccc(F)cc2)cc1S(=O)(=O)NC | i | i | i | i | i | i | i | i | i | i | i
More results:
SMILES | MrgX1 allo act | MrgX1 antag | RGS4 inh | TMEM16A inh | TRPC4 potent | MrgX1 agonist | TMEM16A act | TRPC6 act | TRPC6 inh | TRPC4 agonist | TRPC4 inh
CCc1ccccc1Nc1nc2ccccc2n1C(C)C | i | i | i | i | i | i | i | i | i | i | i
CCOc1ccccc1N1CCN(C(=O)c2cc3c(s2)CCC3)CC1 | i | i | i | i | i | i | i | i | i | i | i
Cc1ccc(NC2(C#N)C(=O)Nc3ccccc32)cc1C (configuration not stated) | 9* | i | i | i | i | i | i | i | i | i | i
COc1cc(C(CC(=O)Nc2ncccc2C)N2Cc3ccccc3C2=O)cc(OC)c1OC (configuration not stated) | i | i | i | i | i | i | i | i | i | i | i
Cc1cc2nc(-c3ccc(SCC(=O)N4CCOCC4)nc3)[nH]c2cc1C | i | i | i | i | i | i | i | i | i | i | i
C=CCOc1ccc(Cl)cc1CNC1CCCC1 | i | i | i | i | i | i | i | i | -7.3* | i | -6*
O=C(c1ccccc1)c1cc(F)c(N2CCOCC2)cc1Cl | i | i | i | i | i | i | i | i | i | i | i
CCN1CCN(S(=O)(=O)c2ccc(Cl)c(C(=O)NC3CCCCC3)c2)CC1 | i | i | i | i | i | i | i | i | i | i | i
CCN1CCN(Cc2c(C)[nH]c3ccc(C(=O)OC)cc3c2=O)CC1 | i | i | i | i | i | i | i | i | i | i | i
O=S(=O)(NCc1cccnc1)c1ccc(Cl)c(Cl)c1Cl | i | i | i | i | i | i | i | i | i | i | i
CCOC(=O)Cc1csc(NC(=O)/C=C/c2ccccc2Cl)n1 | i | i | i | i | i | i | i | i | i | i | i
Cc1nnc(NC(=O)C23CC4CC(C)(CC(C)(C4)C2)C3)s1 | i | i | i | i | i | i | i | i | i | i | i
COc1cccc(Cn2c(=O)sc3ccccc3c2=O)c1 | i | i | i | i | i | i | i | i | i | i | i
CCCCCC(=O)N1CC2(C)CN(C(=O)CCCCC)CC(C)(C1)C2=O | i | i | i | i | i | i | i | i | i | i | i

From PubChem BioAssay
